# High-throughput results from PubChem BioAssay.
# ASAP1 inh: blocks human ASAP1-stimulated Arf1 GTP hydrolysis | Q9ULH1 | GDP FP detection | inhibition, % at 16.5 µM | 0.19% of 360,000 active | AID 624377; in the data active means inhibition above about 25%;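 further: 0% = vehicle with enzyme and substrate and 100% = no enzyme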
# ADAM10 inh: inhibitors of human ADAM10. O14672. recombinant ADAM10, EDANS/DABCYL FRET peptide cleavage, 3 h. inhibition, % at 7 µM. 0.62% of 370,000 active;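 active means inhibition above a per-campaign cutoff equal to the mean of compounds falling between control-based bounds plus 3 SD, cut at about 20% in these data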;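 further: 0% = DMSO wells while the 100% control is not disclosed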
# ARFGAP1 inhibitor: inhibitors of rat ARFGAP1 | Q62848 | Arfgap1-stimulated ARF1 GTP hydrolysis, GDP FP detection | inhibition, % at 16.5 µM | 0.26% of 360,000 active | AID 651572;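 active means inhibition above a per-plate limit, mean inhibition of low control wells plus 3 SD, cut at about 25% in these data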;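 further: 0% = DMSO wells with enzyme and 100% = wells lacking Arfgap1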
# Target sequence (Q62848 1-136 limits assumed): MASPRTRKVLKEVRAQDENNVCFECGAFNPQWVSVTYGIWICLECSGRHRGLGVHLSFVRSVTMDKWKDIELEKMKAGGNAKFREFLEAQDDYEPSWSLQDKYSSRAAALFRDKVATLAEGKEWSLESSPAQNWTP
#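 System: truncated rat Arfgap1 GAP domain / Benchmarks: high control wells lacking Arfgap1, low control full reaction with DMSO / Times: compound-enzyme preincubation 20 min, reaction 120 min, detection 60 min, 25 °C / Repeats: one replicate per compound / Also added: human ARF1(Δ1-17)-GTP substrate / Measured by: Tracer-displacement fluorescence polarization with EDTA stop, 620/688 nm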
# Tn6 DDE FP: DD(E)-Tn6 binding inhibition, primary FP screen | Fibrin DD(E) TRITC-Tn6 fluorescence polarization displacement | 0.21% of 370,000 active | AID 720509 | P02675 | inhibition, % at 8.3 µM;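 active means inhibition above a per-campaign cutoff: mean of compounds within control limits plus 3 SD, cut at about 15% in these data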;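 further: 0% = median of all compound wells on the plate and 100% = blocking peptide control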
# ADAM17 inh: inhibitors of human ADAM17; P78536; recombinant ADAM17, EDANS/DABCYL FRET peptide cleavage; inhibition, % at 6.95 µM; 0.83% of 370,000 active;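 active means inhibition above the mean of compounds lying between control limits plus 3 SD, set per campaign, cut at about 8.5% in these data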;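 further: 0% = DMSO-only wells as the low control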
# Target sequence (P78536 215-824 limits assumed): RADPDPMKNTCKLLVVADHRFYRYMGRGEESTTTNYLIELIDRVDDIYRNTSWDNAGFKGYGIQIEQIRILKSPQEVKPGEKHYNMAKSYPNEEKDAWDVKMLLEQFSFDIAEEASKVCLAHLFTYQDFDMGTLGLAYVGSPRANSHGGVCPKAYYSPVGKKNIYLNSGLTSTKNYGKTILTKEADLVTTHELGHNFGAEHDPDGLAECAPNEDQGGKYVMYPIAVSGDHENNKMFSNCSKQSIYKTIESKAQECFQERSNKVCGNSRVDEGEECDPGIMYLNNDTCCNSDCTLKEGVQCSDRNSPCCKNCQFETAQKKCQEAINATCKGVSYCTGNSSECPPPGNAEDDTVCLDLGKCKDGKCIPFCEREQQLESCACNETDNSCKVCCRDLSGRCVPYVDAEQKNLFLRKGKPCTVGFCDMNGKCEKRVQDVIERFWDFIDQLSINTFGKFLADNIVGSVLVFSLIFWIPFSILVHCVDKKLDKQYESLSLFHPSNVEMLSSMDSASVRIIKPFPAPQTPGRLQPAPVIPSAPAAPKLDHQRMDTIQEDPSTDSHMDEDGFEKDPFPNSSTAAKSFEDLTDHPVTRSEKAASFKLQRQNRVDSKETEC
# LEDGF integ inh: blocks HIV-1 LEDGF/p75-dependent DNA integration; TR-FRET IN-LEDGF/p75 DNA integration, Eu/Cy5; inhibition, % at 3.7 µM; 0.64% of 370,000 active;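 active means inhibition above the screen-wide mean plus 3 SD, cut at about 13% in these data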;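 further: signal is the Cy5 over europium emission ratio at 671 and 618 nm; 0% = plate median of compound wells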
# Tn7 DDE FP: inhibitors of Tn7 peptide binding to human fibrin DD(E) | P02675 | FP displacement of FITC-Tn7 peptide from fibrin DD(E); 0% = median of compound wells per plate | inhibition, % at 8.3 µM | 0.13% of 370,000 active | AID 720508;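 active means inhibition above the mean of compounds falling within the control limits plus 3 SD of them, cut at about 14% in these data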;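 further: 0% = plate median of compound wells and 100% = 10 µM Aha-Tn7 peptide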
#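 Assay system: human fibrin DD(E). Input: DD(E) 2 µM final. Medium: Tris buffer with calcium and detergent, pH 7.8. Compound dosing: single point at 8.3 µM. Timing: 10 min plus 3 h, room temperature. Technique: fluorescence polarization of the labelled Tn7 tracer. Read-out: percent inhibition. Replicates: singlicate testing.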
# TDP2 absorb: TDP2 (human) inhibition, absorbance primary screen; recombinant TDP2, T5PNP hydrolysis, p-nitrophenol absorbance 415 nm; inhibition, % at 12.8 µM; 0.34% of 370,000 active;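 active means inhibition above the mean of all tested compounds plus 3 SD, set per campaign, cut at about 25% in these data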;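 further: 0% = DMSO with enzyme and 100% = buffer with substrate but no TDP2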
#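 Assay system: recombinant human TDP2 / Reagent: T5PNP substrate at 5 mM, a TopII-DNA adduct mimic / Measured by: epi absorbance from released p-nitrophenol / Evaluation: % inhibition relative to enzyme-containing and enzyme-free wells / Control set: enzyme-free and DMSO wells / Replicates: each compound tested once, singlicate / Schedule: enzyme reaction with compound for 2 h at 37 °C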
# proKLK7 act: proKLK7 (human) activation, primary screen | activation, % at 7 µM | AID 652039 | purified proKLK7, EDANS-DABCYL substrate fluorescence; 100% is mature enzyme control, 0% vehicle | 0.9% of 370,000 active;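 active means activation above the mean of all tested compounds plus 3 SD, computed per campaign excluding outliers beyond control limits, cut at about 13% in these data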
# Target sequence (P49862 whole entry, looked up): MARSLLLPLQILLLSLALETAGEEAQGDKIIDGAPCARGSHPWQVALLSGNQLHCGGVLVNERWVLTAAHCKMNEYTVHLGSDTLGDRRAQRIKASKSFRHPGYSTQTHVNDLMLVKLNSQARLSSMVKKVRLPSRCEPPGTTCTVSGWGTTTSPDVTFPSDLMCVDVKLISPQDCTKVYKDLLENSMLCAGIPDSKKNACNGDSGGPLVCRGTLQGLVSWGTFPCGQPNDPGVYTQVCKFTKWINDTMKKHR
# PLCg1 inh: PLC-gamma1 (human) inhibition, primary screen | purified PLC-gamma1, fluorogenic substrate, fluorescence | inhibition, % at 12.2 µM | AID 720700 | 0.84% of 370,000 active; in the data active means inhibition above about 9.5%
# Active calls of the source: *; i = inactive; · = no result given.
no.	smiles	ASAP1 inh	ADAM10 inh	ARFGAP1 inhibitor	Tn6 DDE FP	ADAM17 inh	LEDGF integ inh	Tn7 DDE FP	TDP2 absorb	proKLK7 act	PLCg1 inh
1	Cc1cccn2cc(CSc3ccccc3N)nc12	2.4	3.9	-1.3	1.0	-3.0	-2.1	3.4	8.2	-0.1	1.3
2	CCc1ccccc1NC(=O)c1cc(-c2ccc(OC)cc2)on1	2.6	5.5	3.9	8.4	-1.0	0.1	-3.9	14.2	0.1	-0.3
3	O=c1cc(-c2ccccc2)c2ccc(O)cc2o1	4.0	-114.0	3.4	4.7	-35.6	0.5	-3.8	-4.8	-7.8	i
4	N#CC1=C(S)N(c2ccc(F)cc2)C(c2cccs2)NC1=O (configuration not stated)	-1.8	-1.6	5.1	0.1	2.1	3.8	2.7	-14.5	0.1	8.4
5	CCOC(=O)C1CCN(C(=O)CN(c2ccc3c(c2)OCCO3)S(=O)(=O)c2ccccc2)CC1	-15.0	-3.8	7.4	-2.1	-3.3	1.4	7.1	2.2	0.2	-2.2
6	COc1ccc2c(c1)CC(=O)NC=C2	-8.0	0.6	6.2	-6.0	-1.9	5.4	-8.8	-3.9	0.2	-0.1
7	CN=c1scc(C)n1/N=C/c1cc(Br)c(O)c(Br)c1	-0.4	-14.0	11.9	4.9	-4.3	5.8	3.2	-11.2	2.5	-43.3
8	CC1(C)C(C=C(Cl)Cl)C1C(=O)Nc1ccc([N+](=O)[O-])cc1 (configuration not stated)	-3.1	25.0*	-8.6	-1.1	11.5*	-2.6	3.1	-12.7	0.1	4.5
9	CC(C)CC(NC(=O)c1ccc(C#CC(C)(C)O)s1)C(=O)O (configuration not stated)	-4.5	0.3	6.5	1.2	0.4	2.5	0.2	-3.4	-0.6	3.2
10	Cc1cc(C)n(-c2nc(NCCN(C)C)c3c4c(sc3n2)COC(C)(C)C4)n1	4.4	-7.6	0.7	-5.4	-4.0	-2.0	-2.7	0.0	0.1	-0.5
11	CCCOC(=O)c1cccc(Nc2nc(-c3cccnc3)nc3ccccc23)c1	5.1	-39.9	-5.2	-5.9	-13.8	-1.5	1.6	6.7	-5.0	-112.4
12	CCCS(=O)(=O)c1nc(S(=O)(=O)c2ccc(C)cc2)c(N2CCOCC2)s1	3.6	-2.3	2.6	-1.4	-2.6	0.3	1.4	12.7	0.1	1.6

# Next part
no.	smiles	ASAP1 inh	ADAM10 inh	ARFGAP1 inhibitor	Tn6 DDE FP	ADAM17 inh	LEDGF integ inh	Tn7 DDE FP	TDP2 absorb	proKLK7 act	PLCg1 inh
13	CCOC(=O)[C@H]1[C@H]2COc3ccc(C)cc3[C@@H]2N2C(=O)CN(Cc3ccc(C)cc3)C(=O)[C@@]12C	-1.1	2.2	17.1	5.9	1.4	1.9	2.4	2.0	0.6	-0.5
14	CCC(C)(C)NC(=O)C(c1ccc(OC)cc1)N(Cc1ccco1)C(=O)CCC(=O)Nc1cc(C)on1 (configuration not stated)	4.7	6.7	-13.2	3.5	-2.7	-1.5	2.0	-11.2	0.4	0.2
15	COc1ccc(CCC(=O)N2CCN(S(=O)(=O)c3cccs3)CC2)cc1	-7.8	0.6	1.8	-0.9	-1.4	-0.1	0.4	13.3	-0.2	-1.1
16	CCN(CC)S(=O)(=O)c1ccc(C(=O)NCC2CCCCC2)cc1	12.9	3.3	8.7	2.4	-0.1	-2.1	2.9	1.7	0.5	-0.4
17	Cc1ccc(NC(=S)NC2CCSc3ccccc32)cc1 (configuration not stated)	7.7	7.1	-1.8	4.3	3.1	4.1	-10.9	-15.4	0.7	-1.8
18	CC(C)N(Cc1nc(-c2ccccc2)no1)C(=O)C1CCCCC1	-1.1	-0.5	1.4	-1.6	-3.6	2.5	-4.7	-4.9	0.5	4.1
19	O=C(CSc1nnc(CNC(=O)c2ccccc2F)o1)c1ccccc1	0.6	-15.7	-2.7	-1.6	-3.0	2.4	1.2	-3.7	0.9	-1.3
20	CC(=O)c1ccc(NC(=O)CN2C(=O)NC(C)(C3CCCCC3)C2=O)cc1 (configuration not stated)	-11.7	-6.0	4.7	-0.2	-0.8	2.4	5.4	1.6	-0.3	4.6
21	O=C(O)c1ccc(CSc2nnc(-c3ccncc3)n2CC2CCCO2)cc1 (configuration not stated)	-3.5	2.3	9.0	2.8	-0.4	-0.5	4.4	-0.4	0.0	2.5
22	c1ccc(-n2ncc3c(N4CCN(CCOc5cccc6ccccc56)CC4)ncnc32)cc1	5.7	-10.5	-6.4	-8.7	-2.6	-0.9	-7.6	-10.1	-0.8	4.8
23	CCCCCC(=O)NC(NC(=S)N1CCOCC1)C(Cl)(Cl)Cl (configuration not stated)	14.3	-2.8	-10.6	-3.4	1.9	0.2	-8.8	-11.4	0.1	4.7
24	CCC1CSC(=Nc2ccc(C)cc2)N1C(=O)CN1C(=O)NC2(CCCC2)C1=O (configuration not stated)	11.0	3.2	-6.4	2.5	2.8	0.8	3.1	-11.6	0.1	4.4

# The list goes on (four carried over from the part before).
no.	smiles	ASAP1 inh	ADAM10 inh	ARFGAP1 inhibitor	Tn6 DDE FP	ADAM17 inh	LEDGF integ inh	Tn7 DDE FP	TDP2 absorb	proKLK7 act	PLCg1 inh
21	O=C(O)c1ccc(CSc2nnc(-c3ccncc3)n2CC2CCCO2)cc1 (configuration not stated)	-3.5	2.3	9.0	2.8	-0.4	-0.5	4.4	-0.4	0.0	2.5
22	c1ccc(-n2ncc3c(N4CCN(CCOc5cccc6ccccc56)CC4)ncnc32)cc1	5.7	-10.5	-6.4	-8.7	-2.6	-0.9	-7.6	-10.1	-0.8	4.8
23	CCCCCC(=O)NC(NC(=S)N1CCOCC1)C(Cl)(Cl)Cl (configuration not stated)	14.3	-2.8	-10.6	-3.4	1.9	0.2	-8.8	-11.4	0.1	4.7
24	CCC1CSC(=Nc2ccc(C)cc2)N1C(=O)CN1C(=O)NC2(CCCC2)C1=O (configuration not stated)	11.0	3.2	-6.4	2.5	2.8	0.8	3.1	-11.6	0.1	4.4
25	COC(=O)c1ccccc1N=Nc1c(C)noc1C	5.2	-1.1	-1.8	4.9	-1.8	1.0	-3.4	9.0	-0.2	1.7
26	COc1ccc([N+](=O)[O-])cc1NC(=O)CCN1CCOCC1	3.9	-0.5	0.5	6.6	-5.3	-2.2	3.5	0.6	-0.6	0.6
27	O=C(O)COc1ccc(/C=N/NC(=O)c2ccc(-c3csc(Nc4ccc(Cl)cc4)n3)cc2)cc1	-10.5	-21.1	12.3	-2.4	-15.9	-2.3	7.4	2.1	-0.6	-36.0
28	O=C1NC(=O)C(=Cc2ccccc2)N1	0.6	-1.7	-0.8	-6.3	-2.5	-4.0	-0.2	-7.1	-0.2	7.5
29	COc1ccc(Cl)cc1NC(=O)COC(=O)/C=C/c1c(C)nn(C2CCS(=O)(=O)C2)c1Cl (configuration not stated)	9.5	-11.3	6.3	-0.1	-4.4	-0.9	-0.2	-9.8	-6.0	5.0
30	CC(C)(C)N1NC2(CCCCC2)NC1=S	6.0	2.5	7.0	2.0	-1.4	-3.3	2.6	7.9	-0.9	1.4
31	COc1ccc(C(=O)C2CCCN(Cc3cccn3-c3nccs3)C2)cc1F (configuration not stated)	2.0	-4.9	7.8	-1.5	3.4	0.6	7.4	-5.3	0.9	0.7
32	CC(C)(C)OC(=O)N1CCCN(C(=O)Nc2ccc(OC(F)(F)F)cc2)CC1	-3.3	8.0	9.2	0.4	-4.3	-3.0	1.9	-14.6	0.2	-0.3
33	O=C(Nc1nccs1)c1cc(-c2ccccn2)nc2c(Cl)cccc12	23.6	-12.8	24.1	-12.2	-1.7	-2.2	4.0	1.8	-0.2	3.6
34	CC(Sc1nnc2ccccn12)C(=O)Nc1ccc(Cl)cn1 (configuration not stated)	10.5	-7.9	8.5	0.9	-3.3	2.0	-2.0	4.5	-0.3	-1.8
35	CN(C)CCN(Cc1cc2cc3c(cc2[nH]c1=O)OCCO3)C(=S)NCC1CCCO1 (configuration not stated)	3.8	-486.8	-2.2	1.3	-112.8	-1.2	2.2	-4.7	4.6	-42.4
36	C#CCOCCOCCOCCNc1nc(N2CCN(C(=O)C([C@@H](C)O)n3cc([C@@H](N)CCCCN)nn3)CC2)nc(N2CCN(C(=O)[C@H](CCCCN)n3cc([C@@H](N)[C@H](C)CC)nn3)CC2)n1 (some centres not stated)	6.3	-10.6	-7.4	-5.4	-4.1	1.6	-4.9	7.8	-0.1	2.1

# The results go on:
no.	smiles	ASAP1 inh	ADAM10 inh	ARFGAP1 inhibitor	Tn6 DDE FP	ADAM17 inh	LEDGF integ inh	Tn7 DDE FP	TDP2 absorb	proKLK7 act	PLCg1 inh
37	CC(C)(C)OC(=O)C(Oc1ccccc1[N+](=O)[O-])C(=O)OC(C)(C)C	-12.4	-16.8	2.7	10.7	-3.8	-7.6	19.0*	-2.9	324.9*	4.3
38	O=C(Cc1ccccc1)Nc1ncccn1	7.1	2.8	6.0	0.3	0.1	0.3	4.0	-4.1	0.1	1.3
39	CCOC(=O)c1c(C)n(-c2ccc(C)cc2)c2c(CC(C)=O)c(Br)c(OC)c(O)c12	-7.7	11.1	0.6	-3.5	5.5	2.4	-8.3	-4.3	0.1	10.1*
40	O=C(CN1C(=O)CCSc2ccccc21)Nc1ccc2c(c1)OCO2	-14.4	7.1	-1.4	7.0	-2.6	-2.1	8.0	-0.2	-0.1	-0.1
41	COc1ccc(NC(=S)Nc2ccc(OC(F)F)cc2)cn1	-2.4	0.1	-2.1	0.5	2.0	5.7	-8.6	18.3	-0.8	2.9
42	CCOC(=O)CNC(=O)c1ccc(Cl)s1	-3.3	-8.0	-1.5	-7.4	-2.0	-5.0	0.9	8.5	-0.6	-0.9
43	CCOC(=O)CNC(=O)N1CCCC(C(=O)c2cc(C)c(OC)c(C)c2)C1 (configuration not stated)	0.2	5.5	7.2	-1.8	3.0	3.9	-2.4	-13.5	0.7	2.6
44	CCCCCCCCNS(=O)(=O)CC1NCc2ccc(C)cc21 (configuration not stated)	·	0.4	·	-11.2	2.0	4.3	-9.6	-4.5	-0.1	-6.4
45	COc1cccc(NC(=O)C2CCCN2C(=O)NC2CCCCC2)c1 (configuration not stated)	11.4	3.1	12.9	3.7	-2.0	-2.7	1.7	6.8	-0.2	0.1
46	CCOC(=O)[C@]12CCCCC/C=C\1N(CCc1ccc(Cl)cc1)C(=O)[C@H]2CC(=O)N1CCN(C(=O)C2CC2)CC1	·	5.8	·	-1.6	5.3	6.4	3.0	-2.0	0.3	4.2
47	C=CCC[C@H](Cc1ccc(F)cc1)C(=O)OC[C@@H](Cc1c[nH]c2ccccc12)NC(=O)[C@H](CC=C)CC(=O)NCCO	8.6	20.7*	7.6	5.7	7.0	-1.1	1.2	-8.0	-0.6	3.9
48	Cc1ccc(C(NC(=O)C2CCN(CCCOc3ccccc3)CC2)c2ccccn2)cc1 (configuration not stated)	-2.0	3.6	-5.0	0.4	1.5	3.3	7.3	-6.5	0.3	-0.3
